SSB-PriA inh: inhibitors of Klebsiella pneumoniae PriA binding to SSB C-terminal tail, primary screen, biochemical, AlphaScreen; AID 1272365, 2023; inhibition, % at 33 µM; actives 0.6% (n = 430,000); AlphaScreen SSBct-PriA binding, biotinylated peptide; in the data active = inhibition mostly above about 37%, no sharp cut-off; inactive = mostly below about 20%;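 also: plate controls were negative control peptide for no effect and reference peptide for full effect; strong numbers were not always called active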
Numbers without * were called inactive; i = inactive; & = joins results of further samples. These rows are one share of the data; count on the stated rates, not on these rows.

SMILES	SSB-PriA inh
Cc1nc2n(n1)C(=O)C([C@@H](c1ccc(Cl)c(Cl)c1)N1CCC(Cc3ccccc3)CC1)S2 (some centres not stated)	-10
Cc1cc(C)c(S(=O)(=O)NCCn2nc(-c3ccccc3)ccc2=O)c(C)c1	-6
CCCOC(=S)NC(=NS(=O)(=O)c1ccccc1)c1ccccc1	-10
CCOc1ccc(N2CC(C(=O)NCc3nnnn3C3CCCCC3)CC2=O)cc1 (configuration not stated)	-2
COc1ccc(/C=C/C(=O)Oc2ccc(C=NNC(=O)c3ccc(F)cc3)cc2)cc1	-1
COc1ccc(Cl)c2sc(NCc3ccccn3)nc12	27
CS(=O)(=O)c1ccc(-c2ccc(NC(=O)C3c4ccccc4Oc4ccccc43)cc2)nn1	2
OCCN1CCN(CC(O)COCC23CC4CC(CC(C4)C2)C3)CC1 (configuration not stated)	5
CCc1n[nH]c(=S)n1N=Cc1ccc(NC(C)=O)cc1	-5
COC(=O)c1ccc(NC(=O)CSc2ccc(NC(=O)c3ccccc3F)nn2)cc1	-5
CC(=NNC(=O)c1ccncc1)c1c(O)[nH]c(=O)[nH]c1=O	-9
CCCCOc1ccc(NC(=O)NCc2cc(-c3ccncc3)n(C)n2)cc1	-4
COc1cccc(-c2nc3ccccc3n2CC(=O)OC(C)C)c1	-5
COc1ccc(CN2C(=O)C(C)SC2=N/N=C/c2ccco2)cc1 (configuration not stated)	i
COc1ccc(N2CCCS2(=O)=O)cc1NC(=O)c1c(F)cccc1Cl	13
O=[N+]([O-])c1ccc(Cl)c(S(=O)O)c1	-2
CCCCC(=O)Nc1ccc2nc(C)n(-c3ccc(Cl)cc3)c(=O)c2c1	-9
COc1ccccc1NS(=O)(=O)c1ccc(NN=C(C)C(C)C)c([N+](=O)[O-])c1	3
Cc1nc2c([nH]1)C[C@@H](C(=O)N1CCC(Oc3cnccn3)CC1)CC2	-9
Cc1noc(C)c1C(=O)N1CCC(S(=O)(=O)CC(C)C)CC1	1
O=C1CC(C(=O)O)CC(=O)N1	2
COc1ccc(C(=O)NCc2ccc([C@H](O)c3ccccc3)s2)cc1OC	-15
Cc1noc(C)c1S(=O)(=O)NCCc1nc(-c2cccs2)cn1C	-6
CC(Cc1ccoc1)NS(=O)(=O)c1cccc2cccnc12 (configuration not stated)	13
COc1cc(OC)c(OC)cc1/C=N\NC(=O)c1cc(-c2ccco2)[nH]n1	21
Cc1cc(-c2nnc(NC(=O)CCCSc3ccc(Cl)cc3)o2)nn1C	-22
Cc1nccn1CCNC(=O)c1csc(-c2cnccn2)n1	-13
CCOC(=O)CCC(=O)N1CCN(c2ncnc3c2nnn3-c2ccc(Cl)cc2)CC1	-16
CCN(CC)C(=O)CSc1nc(-c2ccccc2)nc2c1Cc1c(ccc3ccccc13)O2	9
COc1ccc(CCNC(=O)c2csc(Nc3ccccc3)n2)cc1OC	7
O=C(NCc1ccco1)C1CCN(c2ccc(-n3cncn3)nn2)CC1	0
CCCCOc1ccc(S(=O)(=O)NCCn2ncccc2=O)cc1	3
Cc1nccn1-c1ncc(NC(=O)Cn2cnc3ccccc32)cn1	-17
C[C@](O)(CN)c1cccs1	-4
O=C(NCc1ccc2c(c1)OCO2)C(=O)Nc1ccc(N2CCCCS2(=O)=O)cc1	-15
Cc1cc(C)c(NC(=O)CSc2nc3c(sc(=S)n3-c3ccccc3C)c(=O)[nH]2)c(C)c1	-3
O=C(NN=Cc1c(F)c(F)c(F)c(F)c1F)c1ccc(Cn2cc(Br)cn2)o1	-2
Brc1nc(-c2ccccn2)n[nH]1	142*
COc1cc(C(C)=O)ccc1OCC(=O)NCCOc1ccc2c(c1)OCO2	-1
O=C(NCCn1ncc2c(N3CCN(c4ccc(F)cc4)CC3)ncnc21)c1cc2ccccc2o1	-14
O=C(CCc1ccccc1Br)Nc1ccc2c(c1)CN(C(=O)C1CC1)CC2	-10
COc1ccc2oc(-c3csc(NC(=O)c4ccc5c(c4)OCCO5)n3)cc2c1	-1
O=[N+]([O-])c1ccccc1S(=O)(=O)N1CCc2ccccc21	39*
CC(=O)Nc1ccc(NC(=O)C(=O)NCC(c2ccc3c(c2)CCCN3C)N2CCCCC2)cc1 (configuration not stated)	-11
O=C(NCC1CCCO1)C(=O)Nc1ccc(N2CCCCS2(=O)=O)cc1 (configuration not stated)	-21
O=S(=O)(Cc1cccc(Cl)c1)NCC(c1ccsc1)N1CCOCC1 (configuration not stated)	5
O=S(=O)(NCCC(O)c1ccsc1)c1cccc(C(F)(F)F)c1 (configuration not stated)	30
C(/C=C/c1ccccc1)=NN1CCN(c2ccccn2)CC1	16
Cc1ccccc1-c1ccc(N2CCN(S(=O)(=O)c3ccc(Cl)s3)CC2)nn1	-2
Cc1ncsc1C(=O)N1CCC[C@H](Cc2nc(-c3ccsc3)no2)C1	0
O=C(Cn1c(=O)n(Cc2ccccc2)c(=O)c2ncccc21)Nc1cc(C(F)(F)F)ccc1Cl	-12
O=C(CCc1ccccc1)NCCN1CCN(c2ccccc2F)CC1	-11
Cc1ccccc1-n1c(-c2ccccc2)c[nH]c1=S	8
CCOC(=O)c1c(NC(=O)c2cc(OC)c(OC)c(OC)c2)sc(C)c1-c1ccc(Cl)cc1	-5
Cc1c(C(=O)NCCC2=CCCCC2)c(C(F)(F)F)nn1C1CCN(C)CC1	0
O=C(Cc1csc(Nc2ccc(F)cc2)n1)NCc1c(F)cccc1F	-8
O=C1C[C@H](N2CCN(Cc3ccccc3)CC2)C(=O)N1c1cccc(C(F)(F)F)c1	-7
COCCNC(=O)NC1(c2nc(C)no2)CCCCC1	4
COc1ccc(C(=O)NCc2nnc(SCC(=O)Nc3ccc(F)cc3)n2Cc2ccccc2)cc1	-19
Cc1ccc(C)c2sc(N(CCCn3ccnc3)C(=O)c3ccco3)nc12	-20

The list goes on:
SMILES	SSB-PriA inh
Cc1cc(S(=O)(=O)N2CCOC23CCN(C(=O)c2c(F)cccc2F)CC3)ccc1F	3
O=C(NCCCS(=O)(=O)N1CCN(c2ccccn2)CC1)c1ccncc1	1
COc1cccc(-c2csc(CN3CCNCC3)n2)c1	28
Cc1cc(C(=O)NCc2cc(-c3cccs3)on2)c(C)o1	8
CC1(C)COc2ccc(NS(C)(=O)=O)cc2NC1=O	-6
Cc1[nH]nc2c1[C@@H](c1cccc3ccccc13)CC(=O)N2	-6
COC(=O)c1ccc(CSc2nnc(C)c(=O)[nH]2)o1	-3
Cc1ccsc1C1CC(=O)NC(SCC(=O)OCc2ccccc2)=C1C#N (configuration not stated)	12
COc1ccc(-c2cc(C(F)(F)F)n3nc(C(=O)Nc4ccc5oc(-c6ccccc6)nc5c4)cc3n2)cc1	-5&-1
CN(C)C(CNS(=O)(=O)c1ccc2c(c1)CCCC2)c1cccs1 (configuration not stated)	-2&9
CCOc1ccc(OCC)c(S(=O)(=O)NCC2CCCO2)c1 (configuration not stated)	2
Cn1ccc(C(=O)Nc2sc3c(c2C(N)=O)CCCC3)n1	0
COc1ccc(-c2oc3ncn(CCCn4ccnc4)c(=N)c3c2-c2ccc(OC)cc2)cc1	27
Cc1c(-c2nc(-c3ccc(Br)cc3)cs2)nnn1-c1cccc(Cl)c1	-8
O=C(c1ccc2c(c1)OCO2)N1Cc2cncnc2C1	-13
COc1ccc(NN=Cc2c(O)n(-c3cccc(C)c3)c(=O)[nH]c2=O)cc1	-1
Cc1ccc2c(c1Br)C(=NN1C(=O)c3ccccc3C1=O)C(=O)N2	-1
O=C(CCS(=O)(=O)c1ccccc1)Nc1ccc(Br)cc1C(=O)c1ccccc1Cl	9
NC(=NOC(=O)CCCCCN1C(=O)c2ccccc2C1=O)c1ccccn1	-2
COc1ccc(Br)cc1S(=O)(=O)N1CCN(CCO)CC1	-26
Cc1ccc(C(=O)N(C)c2ccc(OCC(=O)Nc3ccc(I)cc3)cc2)cc1	-2
CCOc1cccc2cc(-c3cc(=O)oc4cc(OC(=O)c5cccs5)ccc34)c(=O)oc12	-15
Cc1noc(CNC(=O)c2c(F)cccc2F)n1	1
CCN1CCN(C(=O)CCn2c(=S)[nH]c3ccccc3c2=O)CC1	-9
Cc1nnc(SCC(=O)NCC2CCCO2)s1 (configuration not stated)	1
O=C(CSc1ccc(NC(=O)c2ccccc2F)nn1)NC1CCCC1	3
Nc1cc(-c2cccs2)nn1C1CCS(=O)(=O)C1 (configuration not stated)	22
COc1ccc(CCNC(=O)NCC2(Sc3ccccc3)CCOCC2)cc1	11
CN(C1CCCCC1)S(=O)(=O)c1ccc(C(=O)Nc2nnc(C3=COCCO3)o2)cc1	-11
Cc1ccc(S(=O)(=O)N=C2C=CC(=NS(=O)(=O)c3ccc(C)cc3)C=C2)cc1	0
Cc1ccc(Cn2cc(SCCNC(=O)C(=O)c3c(C)[nH]c4ccccc34)c3ccccc32)cc1	16
Cc1nnsc1C(=O)N1CCC(c2cc(C(=O)Nc3ccccc3F)n[nH]2)CC1	0
COc1ccc(OC)c(S(=O)(=O)N2CCCC(c3nnc(C)s3)C2)c1 (configuration not stated)	-8
O=C1C(=O)N(CC(=O)c2ccccc2C(F)(F)F)c2ccc(Br)cc21	12
Cc1nc(-c2ccc(F)cc2)sc1-c1ccc(SCC(=O)Nc2cccc(Cl)c2Cl)nn1	-6
NC(=O)NC(=O)CC1S/C(=N/N=C2\NC(=O)CS2)NC1=O (configuration not stated)	i
COc1ccc(CCNC(=O)CSc2nnc(-c3ccc(Cl)s3)o2)cc1OC	1
Cc1ccc(N2CC(c3nc(-c4cccs4)no3)CC2=O)cc1 (configuration not stated)	-7
CC(=O)c1cccc(S(=O)(=O)N2CCC(S(C)(=O)=O)CC2)c1	-7
Cc1nc2c(SCC(=O)NCC3CCCO3)nnc(-c3ccccc3)c2s1 (configuration not stated)	-13

Of the compounds above, these contain an aryl thioether with sulfur outside any ring.
SMILES	SSB-PriA inh
COC(=O)c1ccc(NC(=O)CSc2ccc(NC(=O)c3ccccc3F)nn2)cc1	-5
Cc1cc(-c2nnc(NC(=O)CCCSc3ccc(Cl)cc3)o2)nn1C	-22
CCN(CC)C(=O)CSc1nc(-c2ccccc2)nc2c1Cc1c(ccc3ccccc13)O2	9
Cc1cc(C)c(NC(=O)CSc2nc3c(sc(=S)n3-c3ccccc3C)c(=O)[nH]2)c(C)c1	-3
COc1ccc(C(=O)NCc2nnc(SCC(=O)Nc3ccc(F)cc3)n2Cc2ccccc2)cc1	-19
COC(=O)c1ccc(CSc2nnc(C)c(=O)[nH]2)o1	-3
Cc1nnc(SCC(=O)NCC2CCCO2)s1 (configuration not stated)	1
O=C(CSc1ccc(NC(=O)c2ccccc2F)nn1)NC1CCCC1	3
COc1ccc(CCNC(=O)NCC2(Sc3ccccc3)CCOCC2)cc1	11
Cc1ccc(Cn2cc(SCCNC(=O)C(=O)c3c(C)[nH]c4ccccc34)c3ccccc32)cc1	16
Cc1nc(-c2ccc(F)cc2)sc1-c1ccc(SCC(=O)Nc2cccc(Cl)c2Cl)nn1	-6
COc1ccc(CCNC(=O)CSc2nnc(-c3ccc(Cl)s3)o2)cc1OC	1
Cc1nc2c(SCC(=O)NCC3CCCO3)nnc(-c3ccccc3)c2s1 (configuration not stated)	-13

In a second layout: entries from further up
compound | SSB-PriA inh
COc1ccc(CCNC(=O)CSc2nnc(-c3ccc(Cl)s3)o2)cc1OC | 1
Cc1ccc(N2CC(c3nc(-c4cccs4)no3)CC2=O)cc1 (configuration not stated) | -7

The listing continues.
SMILES	SSB-PriA inh
Cc1ccc(/C=C/S(=O)(=O)NCCn2nc(-c3cccnc3)ccc2=O)cc1	8
CCOC(=O)CSc1ccc(NC(=O)c2cccc(F)c2)nn1	-11
CCOc1ccc(CCNC(=O)CC2(CC3=NS(=O)(=O)c4ccccc4N3)CCCC2)cc1OCC	-14
CCOc1cccc(-c2c(C(=O)NN=C(C)c3ccccn3)nnn2-c2nonc2N)c1	21
Cn1cnc(S(=O)(=O)N2CCN(C(=O)c3cnn4c3CCCC4)CC2)c1	-18
CNC(=O)c1cc(Br)c(C)c(C)c1C	-22&-6
Cc1ccc(C2CC(c3ccc(Br)cc3)=NN2C(=O)CSCc2ccccc2)cc1 (configuration not stated)	-11
CCOC(=O)C1=C(C)N=C2SCCC(=O)N2[C@H]1c1ccc(Cl)cc1Cl	-2
O=[N+]([O-])c1ccc(CSc2nnc(-c3cccs3)o2)cc1	3
c1ccc(Oc2ccncc2)cc1	-5
CN(C)c1ccc(/C=N\NC(=O)Cc2nc3ccccc3[nH]2)cc1	34
Cc1ccc(CSC2=NCCN2C(=O)c2ccc3ccccc3c2)cc1	7
O=C(Cc1c[nH]c2ccccc12)Nc1cc(N2CCN(c3ccccc3)CC2)ncn1	13
O=C(c1ccccc1Cl)N1CCN(c2nc3c(F)cc(F)cc3s2)CC1	1
CC1CCc2nc(NC(=O)CSc3ccc(F)cc3)sc2C1 (configuration not stated)	-7&10
Cc1ccc(C(=O)Nc2ccc3c(c2)C(=O)NCCO3)cc1	-2
O=C(NCc1ccccc1)N1CC(c2nc(C3CC3)no2)C1	-11
ON=C(Cn1ccnc1)c1ccccc1	3
Cc1[nH]c(=O)[nH]c(=O)c1C=NNC(=O)[C@@H](N)CC(C)C	-5
CC(C)(Oc1ccc(Cl)cc1)C(=O)NCCn1ccn2nc(-c3ccco3)cc12	27

Overlap with the part before: 3 compounds, then new ones.
SMILES	SSB-PriA inh
ON=C(Cn1ccnc1)c1ccccc1	3
Cc1[nH]c(=O)[nH]c(=O)c1C=NNC(=O)[C@@H](N)CC(C)C	-5
CC(C)(Oc1ccc(Cl)cc1)C(=O)NCCn1ccn2nc(-c3ccco3)cc12	27
CCOc1ccc2ccccc2c1C=NNC(=O)CNC(=O)C(c1ccccc1)c1ccccc1	1
Cc1cc(C(=O)N2CCSC2c2ccc(C(F)(F)F)cc2)c(C)o1 (configuration not stated)	-1
S=c1[nH]nc(Cc2ccc(Br)cc2)n1N=Cc1ccc(Cl)cc1	-1
COc1ccc(C=NN=C2NC(=O)C(c3ccccc3)S2)c(OC)c1 (configuration not stated)	-5

Bioassay records deposited in PubChem BioAssay by Small Molecule Screening Facility, UW Madison.
